Bioassay records (PubChem BioAssay)
EPAC2 agonist = EPAC2 (human) agonism | Q8WZA2 | EPAC2 activation, biochemical qHTS; response scale: 100% = 6.5 mM cAMP response | Potency, µM (series often up to 154 µM), for inactives: at the highest dose activation, usual class: activators | 360,000 tested, 0.079% active | AID 720711; further: nearly all actives have a fitted effect of over 50% in size
Target sequence (Q8WZA2 whole entry, looked up): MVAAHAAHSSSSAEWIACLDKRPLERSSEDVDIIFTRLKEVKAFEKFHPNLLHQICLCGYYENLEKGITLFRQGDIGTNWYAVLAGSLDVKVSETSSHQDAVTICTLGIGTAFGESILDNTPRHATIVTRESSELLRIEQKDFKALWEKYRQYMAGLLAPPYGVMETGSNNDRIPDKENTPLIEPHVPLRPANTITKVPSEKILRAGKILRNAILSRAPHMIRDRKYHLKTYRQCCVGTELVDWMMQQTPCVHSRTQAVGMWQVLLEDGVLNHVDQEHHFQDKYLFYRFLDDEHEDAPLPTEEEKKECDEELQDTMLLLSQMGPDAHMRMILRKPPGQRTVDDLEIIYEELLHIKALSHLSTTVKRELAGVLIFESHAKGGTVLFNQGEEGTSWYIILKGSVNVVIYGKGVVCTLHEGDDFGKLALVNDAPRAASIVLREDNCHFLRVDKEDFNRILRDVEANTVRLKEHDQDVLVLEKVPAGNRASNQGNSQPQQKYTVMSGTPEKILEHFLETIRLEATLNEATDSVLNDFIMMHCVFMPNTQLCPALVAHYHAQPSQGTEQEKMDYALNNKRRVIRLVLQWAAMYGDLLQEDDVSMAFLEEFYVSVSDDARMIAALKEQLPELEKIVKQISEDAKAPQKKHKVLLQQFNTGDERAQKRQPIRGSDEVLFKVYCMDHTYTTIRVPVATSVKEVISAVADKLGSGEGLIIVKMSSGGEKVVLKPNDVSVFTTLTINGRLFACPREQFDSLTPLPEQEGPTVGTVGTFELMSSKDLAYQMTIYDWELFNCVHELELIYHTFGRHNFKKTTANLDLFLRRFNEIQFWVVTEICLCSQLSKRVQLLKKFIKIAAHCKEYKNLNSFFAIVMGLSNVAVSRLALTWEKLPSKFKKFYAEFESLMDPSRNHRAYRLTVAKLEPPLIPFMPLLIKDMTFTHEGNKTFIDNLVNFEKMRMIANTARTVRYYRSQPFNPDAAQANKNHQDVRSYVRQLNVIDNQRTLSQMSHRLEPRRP
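Guanine nucleotide exchange by EPAC2 is measured as reduced fluorescence of BODIPY-GDP once it is released from 250 nM Rap1B. Plates are read kinetically for 30 min at room temperature; results are scaled to 6.5 mM cAMP.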
TDP43 rescue = rescues yeast growth from TDP-43 toxicity. Potency, µM (series often up to 46.1 µM), without a hit: top-dose growth rescue (activation), actives largely listed as activators. TDP-43 expressing yeast growth rescue, BacTiter-Glo, 24 h. 410,000 tested, 1.8% active; further: % of control where 0% means no effect; nearly all actives have a fitted effect of over 50% in size
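Readout is BacTiter-Glo luminescence of cell growth, so inhibitors register as activators. TDP-43-expressing yeast at OD600=0.02 in galactose medium, after raffinose pregrowth to mid-log, were incubated with compound for 24 hr at 30 deg C.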
EPAC2 antag = antagonists of human EPAC2; EPAC2 GEF exchange of Rap1B-BODIPY-GDP, fluorescence; Potency, µM (highest dose often 114 µM), for the others: at the highest dose activity, negative = inhibition, actives largely listed as inhibitors; 360,000 tested, 0.18% active; further: on the % scale 0 is the no-effect control and ±100 the full control effect; nearly all actives have a fitted effect of over 45% in size; many of its hits are not listed in these tables
aSyn yeast inh = alpha-synuclein toxicity inhibition in yeast | Yeast expressing alpha-synuclein, growth rescue, BacTiter-Glo, 24 h | Potency, µM (doses to about 46.1 µM), for inactives: at the top dose growth rescue (activation), usual class: activators | 370,000 tested, 0.14% active | AID 652106; further: % of control where 0% means no effect; nearly all actives have a fitted effect of over 65% in size
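Screening used galactose-induced yeast with toxic alpha-synuclein levels, exposed to compound for 24 hr at 30 deg C. Cell growth, read with BacTiter-Glo luminescence, gave the measured signal.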
FUS suppressor = suppressors of FUS proteinopathy in yeast. Potency, µM (highest dose often 76.6 µM), inactives show at the highest dose growth rescue (activation), most hits filed as activators. S. cerevisiae FUS-expressing, growth rescue, OD600, 24 h. 390,000 tested, 0.24% active;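 further: plate controls were DMSO vehicle for no effect and reference control for full effect; nearly all actives have a fitted effect of over 55% in size; some results filed as inactive show a strong effect at the top dose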
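Toxicity suppression screen in FUS-yeast. Cells induced with 2% galactose, starting OD 0.005, treated 24hr at 30C with compounds at multiple final concentrations; growth by OD600.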
EPAC1 antagonist = antagonists of human EPAC1. O95398. EPAC1 GEF assay, Rap1b-BODIPY-GDP exchange fluorescence. Potency, µM (top dose mostly 115 µM), inactives show at the highest dose activity change, negative = inhibition, hits mostly inhibitors. 360,000 tested, 0.14% active. AID 720709;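 further: plate controls were vehicle for no effect and positive control for full effect; nearly all actives have a fitted effect of over 50% in size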
PTHR1 agonist = activates the human parathyroid hormone receptor PTHR1; AID 743266; 410,000 tested, 0.075% active; Q03431; Potency, µM (top dose mostly 115 µM), for the others: at the top dose activation, usual class: activators; HEK293 GP2 PTHR1 cells, GloSensor cAMP luminescence, 1 h; further: nearly all actives have a fitted effect of over 55% in size; some results filed as inactive show a strong effect at the top dose; inactives centre near -15; many of its hits are not listed in these tables
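HEK-293-derived GP2 cells expressing PTHR1 and a GloSensor cAMP reporter, 3,000/well, plated overnight, given luciferin plus IBMX (each 0.5 mM as added) for 1 h at 37 °C, then compound for 1 h at 37 °C. Luminescence was read after 15 min at room temperature.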
EPAC1 ag = activates human EPAC1 exchange factor | AID 720707 | EPAC1 agonist qHTS, biochemical assay; response scale: 100% = response to 6.5 mM cAMP | Potency, µM (titrated, usually from 154 µM), without a hit: at the top dose activation, actives largely listed as activators | O95398 | 360,000 tested, 0.073% active; further: nearly all actives have a fitted effect of over 60% in size
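EPAC1 100 nM, Rap1B–BODIPY-GDP 250 nM, unlabeled GDP 50 uM; compound titration; 5 min RT; kinetic read ex480/em540 at 5-min intervals ×30 min; data normalized to 6.5 mM cAMP agonist control.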
* hit, by the source's call; i = inactive; u = inconclusive; x = not tested or not shown; & = joins results of further samples; [ ] = another dose, or the depositor's remark. The call rests on the fitted dose curve; in most records, active means well fitted curve in the direction sought with a large enough effect; inconclusive means small, poorly fitted or top-dose-only effect, or another doubt; inactive means no such curve, though single readings can be large; an effect the other way counts as inactive or inconclusive. Potency means the concentration at half of the fitted maximal effect.

Screens in order: aSyn yeast inh	FUS suppressor	EPAC2 agonist	TDP43 rescue	EPAC2 antag	EPAC1 antagonist	PTHR1 agonist	EPAC1 ag
COCCCn1c(SCC(=O)OC2CCCCC2)nnc1-c1cccs1
→ -1%	49%	-6%	-13%	-16%	-2%	0.28µM*	2%
Cc1oc2cc(OC(=O)c3ccco3)ccc2c(=O)c1-c1nc2ccccc2n1C
→ -12%	x	1%	-6%	13%	7%	i	-10%
CCS(=O)(=O)N1CCN=C1SCc1ccc(F)cc1
→ 2%	-5%	7%	12%	-7%	-22%	i	3%
O=C(COC(=O)c1c(F)cccc1F)Nc1ccc2c(c1)OCO2
→ -6%	9%	9%	0%	0%	-9%	-3%	3%
CCN(c1cccc(C(F)(F)F)c1)S(=O)(=O)c1ccc2c(c1)CCN2C(C)=O
→ 0%	28%	-15%	5%	-22%	-19%	-17%[57.5 µM]	-1%
COc1cc(-c2noc(C)c2C#Cc2ccsc2)cc(OC)c1OC
→ -13%	u	5%	-18%	5%	-5%	-30%[inhibitor]	8%
CC(=O)Nc1ccc(S(=O)(=O)N(C)CC(=O)Nc2ccccc2N2CCCC2)cc1
→ 1%	7%	-6%	14%	6%	-8%	-10%	-10%
O=C(OCc1ccc([N+](=O)[O-])cc1)C1CC(=O)N(Cc2ccccc2Cl)C1 (configuration not stated)
→ 7%	18%	9%	17%	1%	-8%	-13%	8%
Cc1sc2ncnc(SCC(=O)N3CCCC3=O)c2c1C
→ 8%	7%	-1%	19%	-1%	7%	-8%[57.5 µM]	-2%
COC(=O)C1CCN(C(=O)CSc2nc3ccc(OC)cc3[nH]2)CC1
→ 5%	-10%	-1%	-15%	15%	5%	-58%[inhibitor]	-2%
COc1cc(C)ccc1OCCCOc1cc(C)ccc1Cl
→ -10%	x	7%	21%	2%	-7%	-40%[inhibitor]	-2%
COc1ccc(OC)c(N/C(N)=N/c2nc(C)cc(C)n2)c1
→ -1%	-7%	16%	16%	3%	-9%	-36%[inhibitor]	11%
CCc1ccc(NC(=O)CCc2ccc(CC)o2)cc1
→ -20%	-7%	8%	u	10%	-2%	-29%	-6%
O=C(CSc1nc2ccc(Nc3nc(N4CCCC4)nc(N4CCCC4)n3)cc2s1)NCc1ccco1
→ -1%	43%	5%	20µM*	-10%	-7%	-20%	3%
COc1cccc(CNC(=O)COC(=O)C23CC4CC(CC(Cl)(C4)C2)C3)c1
→ 0%[1.84 µM]	u	6%	u	-12%	11%	i	3%
Cc1ccc(N(C)S(=O)(=O)c2ccc(-c3coc(C)n3)cc2)cc1
→ 4%	5%	x	0%	x	x	-27%	x
N=c1cc(C2(O)CCCCC2)n2c(nc3ccccc32)s1
→ 5%	20%	8%	3%	0%	-5%	-36%[inhibitor][57.5 µM]	8%
N#CC1=C(SCC(=O)NC23CC4CC(CC(C4)C2)C3)NC(=O)C(C#N)C12CCCCC2 (configuration not stated)
→ -2%	u	14%	-4%	-16%	-10%	-18%[57.5 µM]	13%
C=C1CCN([C@H](C(=O)NCc2ccc(OC)cc2)C(C)C)S(=O)(=O)c2ccccc21
→ 1%	0%	4%	9%	4%	13%	-18%	8%
Cc1nn(-c2ccc(F)cc2)c(Cl)c1/C=N/NC(=O)c1cccc(S(=O)(=O)N2CCCC2)c1
→ -1%	x	8%	15%	15%	-7%	-26%	-2%

Entries above printed as active in PTHR1 agonist.
molecule	EPAC2 agonist	EPAC2 antag	EPAC1 antagonist	PTHR1 agonist
COCCCn1c(SCC(=O)OC2CCCCC2)nnc1-c1cccs1	-6%	-16%	-2%	0.28µM*

More structures follow:
Screens in order: aSyn yeast inh	FUS suppressor	EPAC2 agonist	TDP43 rescue	EPAC2 antag	EPAC1 antagonist	PTHR1 agonist	EPAC1 ag
CC(C)(C)NC(=S)NCCc1ccccc1
→ 5%	x	4%	27%	10%	5%	-38%[inhibitor]	-7%
COc1ccccc1NC(=O)CN(Cc1ccco1)C(=O)c1cc(Cl)c(OC)c(OC)c1
→ 6%	28%	2%	0%	-12%	3%	-3%	0%
COc1ccc(CC(NC(C)=O)C(=O)NC2CCN(C(=O)C3CCCCC3)CC2)cc1OC (configuration not stated)
→ -1%	5%	7%	-7%	4%	-16%	i	2%
Nc1nc(C2CCOCC2)cs1
→ -9%	-27%	2%	9%	-9%	10%	i	15%
CC1CCC2C(=O)N(c3ccc(NC4CCCCC4)c([N+](=O)[O-])c3)C(=O)C2C1 (configuration not stated)
→ 3%	21%	5%	8%	-2%	-24%	i	1%
CC1=NNC(=O)C1C(c1ccccc1)C(C#N)C#N (configuration not stated)
→ -6%	27%	2%	-29%	4%	15%	-37%[inhibitor]	3%
COc1ccc(CN2CCN(CCc3ccccc3)C(CCO)C2)c(Cl)c1OC (configuration not stated)
→ -1%	-23%	6%	19%	1%	1%	-17%	7%
CC(C)(C)C(=O)COC(=O)c1ccccc1O
→ -1%	-17%	3%	-6%	12%	13%	-4%[57.5 µM]	-6%
CC(=O)c1ccc(Sc2ccc(C(C)=O)cc2)cc1
→ -8%	x	18%	u	0%	-25%	-20%	10%
CCOc1ccccc1CNc1ncnc2ccc(-c3c(C)noc3C)cc12
→ x	-4%	15%	x	u	-4%	-60%[inhibitor]	14%
O=C(Nc1ccc(F)cc1F)c1cnn(-c2ccc(F)cc2)c1-n1cccc1
→ 2%	22%	x	19%	x	x	-1%	x
Cc1nc2ccc(NC(=O)c3ccc(Cl)nc3)cc2s1
→ -2%	-19%	-1%	23%	-1%	-1%	-42%	-8%
O=S(=O)(c1ccc(NC2CCCc3ccccc32)nc1)N1CCOCC1 (configuration not stated)
→ -5%	26%	22%	29%	-6%	-3%	-14%[57.5 µM]	15%
O=C(O)c1ccc(S(=O)(=O)c2ccc3c(c2)C(=O)N(Cc2ccco2)C3=O)cc1
→ 0%	18%	6%	-10%	-1%	-1%	i	1%
CC(C)N(C(=O)COC(=O)c1cncc(Br)c1)C(C)C
→ 1%	-13%	13%	-1%	6%	13%	i	-2%
c1ccc(Cn2nnnc2C(c2ccccn2)N2CCN(c3ccccc3)CC2)cc1 (configuration not stated)
→ 5%	14%	0%	0%	-2%	-13%	i	4%
CCn1c(O)c(/C=C2\C=Nc3ccccc32)sc1=Nc1ccccc1
→ -9%	28%	15%	-6%	-6%	1%	-4%[57.5 µM]	20%
COc1cc2c(cc1OC)C(C(=O)NC(C)c1ccccc1)CC(=O)N2 (configuration not stated)
→ 0%	27%	2%	1%	5%	-1%	-45%[inhibitor]	-1%
COc1ccccc1C(=O)N1CC(=O)Nc2ccc(F)cc2C1c1ccccc1 (configuration not stated)
→ -1%	25%	1%	-17%	3%	u	i	-4%
Clc1ccccc1Cn1nnc(-c2cccs2)n1
→ -22%	18%	16%	u	6%	-3%	i	11%

Some values from the results shown:
TDP43 rescue with CC1CCC2C(=O)N(c3ccc(NC4CCCCC4)c([N+](=O)[O-])c3)C(=O)C2C1 (configuration not stated) is entered as 8%
FUS suppressor with CCOc1ccccc1CNc1ncnc2ccc(-c3c(C)noc3C)cc12 is entered as -4%
PTHR1 agonist with COc1ccc(CN2CCN(CCc3ccccc3)C(CCO)C2)c(Cl)c1OC (configuration not stated) is entered as -17%

Carrying on.
Screens in order: aSyn yeast inh	FUS suppressor	EPAC2 agonist	TDP43 rescue	EPAC2 antag	EPAC1 antagonist	PTHR1 agonist	EPAC1 ag
O=c1c2ccccc2nc2n1C(CBr)CN2 (configuration not stated)
→ 1%	-12%	0%	-5%	3%	9%	i	16%
COc1ccccc1OCc1ccc(C(=O)NN)cc1
→ -5%	19%	-2%	21%	17%	-4%	-5%	2%
CN(CCNC(=O)C1CCN(S(=O)(=O)N2CCOCC2)CC1)CCc1ccccc1
→ -3%	4%	3%	1%	-7%	-4%	i	9%
COc1cc(CN(C(=O)c2cc3ccccc3oc2=O)C2CCS(=O)(=O)C2)cc(OC)c1OC (configuration not stated)
→ -4%	9%&9%	2%	9%&22%	-4%	11%	i	-1%
CC(C)C(=O)N1CCCC1(C)C(=O)Nc1ccccc1 (configuration not stated)
→ 0%	-15%	4%	8%	-5%	-5%	i	5%
O=C(NC(Cc1ccccc1)C(=O)O)/C(=C/c1ccco1)NC(=O)c1cccc(Br)c1 (configuration not stated)
→ 7%	x	9%	4%	-4%	-2%	i	0%
COc1ccc(OCc2cc(C(=O)NC(C)c3nc(C)cs3)no2)c(Cl)c1 (configuration not stated)
→ 25%	17%	10%	u	-2%	-7%	-22%	7%
Cc1ccc(C(=O)OCC(=O)c2ccc(Br)cc2)cc1S(=O)(=O)N1CCOCC1
→ 13%	2%	17%	29%	-6%	-15%	-43%[inhibitor]	17%
CC1(C(=O)NCc2cccc3ccccc23)CCN1C(=O)C1(c2ccccc2)CC1 (configuration not stated)
→ 15%	36%	15%	u	3%	-7%	-1%	-2%
CCOc1ncccc1C(=O)OCc1cccc([N+](=O)[O-])c1
→ 8%	-11%	-1%	18%	-4%	-3%	-22%	5%
Cc1nnc(SCC(=O)N2CCN(S(=O)(=O)c3ccc(Cl)cc3)CC2)n(N)c1=O
→ 2%	-8%	5%	13%	6%	5%	i	-6%
Cc1cccnc1CCNC(=O)c1ccc(OC2CCN(Cc3ccccn3)CC2)cc1
→ 4%	12%	0%	-8%	10%	2%	i	1%
CC(CNC(=O)c1ccc(OC2CCN(Cc3ccccn3)CC2)cc1)Oc1cccnc1 (configuration not stated)
→ 1%	18%	-6%	13%	-1%	11%	i	-4%
CCc1ccccc1OCC(=O)NCC1COc2ccccc2O1 (configuration not stated)
→ 19%	33%	12%	7%	u	-24%	-5%	5%
N#C/C(=C\c1ccc(C#N)cc1)C(=O)c1ccccc1
→ 14%	-7%	1%	-10%	18%	2%	-19%	-17%
Cc1cc(Cl)ccc1C(=O)C1CCCN(C(=O)c2snnc2C)C1 (configuration not stated)
→ u	1%	3%	u	-4%	18%	-14%	-6%
O=[N+]([O-])c1cccc(-c2noc(-c3cccs3)n2)c1
→ -7%	-5%	8%	8%	0%	-4%	-19%	-9%

Not all compounds are listed. The share of hits here may be higher or lower than overall.
